Compound activity: PubChem BioAssay, National Center for Advancing Translational Sciences (NCATS)
PTAP TSG101 blk – blocks PTAP/TSG101 interaction to inhibit HIV-1 budding; Q99816; Fluorescence polarization, FITC-PTAP peptide / Tsg101 binding; Potency, µM (doses to about 115 µM), for inactives: top-dose activity change, negative = inhibition, actives largely listed as inhibitors; 340,000 tested, under 10 active; AID 493005; active = well fitted inhibition curve with a large enough effect in the main read-out, with a control signal flat, not every such curve was filed as active; inconclusive = small, poorly fitted or top-dose-only effect, or effect the other way, or a change in a side signal; inactive = no such curve, though single readings can be large or run the other way; also: potency is read from the fitted curve at half-maximal effect; % of control where 0% means no effect
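Fluorescence polarization binding of Tsg101 binding domain (10 uM final) to FITC-labeled PTAP peptide (50 nM final) in HEPES pH 7.5 buffer with NaCl, Tween 20, EDTA, TCEP. Compounds added before peptide; binding 20 min at RT.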
ELG1 repair inh – blocks ELG1-dependent DNA repair in HEK293T cells; HEK293T ELG1-luciferase reporter, luminescence, 16 h; DNA damage induced by 5-fluorouridine; Potency, µM (series often up to 46.1 µM), for the others: top-dose activity change, negative = inhibition, most hits filed as inhibitors; 330,000 compounds, 2.3% hits; also: potency is read from the fitted curve at half-maximal effect; % is scaled to controls: 0 for no effect and ±100 for the full control effect; nearly all actives have a fitted effect of over 55% in size
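HEK293T cells expressing luciferase-tagged ELG1 (2,000/well) received 5-Fluorouridine plus compound or DMSO for 16 hr at 37 °C. Luciferase was read by ONE-Glo luminescence after 30 min at room temperature.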
p53 reactivator – re-activators of mutant p53; Potency, µM (doses to about 92.2 µM), for inactives: at the highest dose activity change, positive = activation, actives largely listed as activators; AID 504706; 320,000 compounds, 0.063% hits; H1299 p53-A138V BP100-luciferase reporter, luminescence, 24 h; also: potency is read from the fitted curve at half-maximal effect; % of control where 0% means no effect; nearly all actives have a fitted effect of over 45% in size
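H1299 (p53-null), stable ts p53-A138V + BP100-Luc; 1000 cells/well, Opti-MEM/10% FBS; cpd 4 pt, 1:5; 24 h, 37 deg C, 5% CO2; detection reagent 10 min RT; luminescence.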
A-T KAP1 phos – candidate therapy for ataxia-telangiectasia; AID 485349; 320,000 compounds, 0.19% hits; […] A-T fibroblasts, KAP-1 phosphorylation AlphaLISA; neocarzinostatin DNA damage 30 min before lysis; Potency, µM (highest dose often 57.5 µM), inactives show top-dose activation, hits mostly activators; also: potency is read from the fitted curve at half-maximal effect; % of control where 0% means no effect; nearly all actives have a fitted effect of over 45% in size
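ATM-like activity read as KAP-1 phosphorylation via AlphaLISA donor/acceptor antibody pairs after lysis and 6 hr at 25C. Cells were ATM-null patient fibroblasts ([…], hTERT), dosed 60 min, then exposed to the DSB inducer NCS for 30 min.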
a7 integrin act – activators of alpha7 integrin expression for muscular dystrophy | alpha7betagal myoblasts, beta-gal FDG fluorescence, 48 h | Potency, µM (series often up to 38.3 µM), without a hit: at the top dose activation, actives largely listed as activators | 350,000 compounds, 0.064% hits | AID 624291;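 also: potency is read from the fitted curve at half-maximal effect; 100% = response of the positive control SU9516; nearly all actives have a fitted effect of over 60% in size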
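Alpha7betagal+/- myoblasts (passage 13) were plated 16-24 hr, then exposed to compounds (1:260 dilution of DMSO stock) for 48 hours at 37C. After MPER lysis, β-galactosidase reporter activity was read as FDG fluorescence (ex 480/em 540) after 30 minutes.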
BRCA1 expr up – activators of BRCA1 expression. MCF7-BRCA1-FFLuc reporter, luminescence, 48 h; response scale: scaled: vehicle 0%, 10 µM genistein 100%. Potency, µM (titrated, usually from 46.1 µM), for the others: at the highest dose activation, most hits filed as activators. 380,000 compounds, 1.1% hits. AID 624202; also: potency is read from the fitted curve at half-maximal effect; nearly all actives have a fitted effect of over 80% in size; some results filed as inactive show a strong effect at the top dose
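48 h compound treatment of MCF7-BRCA1-FFLuc cells (phenol-red free MEM, 37 °C), then 15 min with luciferase substrate and luminescence imaging.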
B2AR arrestin – agonists driving beta-arrestin recruitment to human beta2-adrenergic receptor | Potency, µM (doses to about 46.1 µM), for the others: at the top dose activation, hits mostly activators | AID 492947 | beta-arrestin recruitment to beta2AR, cell-based reporter | 330,000 compounds, 0.02% hits;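 also: potency is read from the fitted curve at half-maximal effect; 0% = DMSO controls and full agonism = EC100 isoproterenol or metaproterenol; nearly all actives have a fitted effect of over 65% in size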
MLL CXXC-DNA inh – blocks binding of human MLL CXXC domain to DNA; Q03164; 290,000 compounds, 0.037% hits; MLL-CXXC / FITC-HOXA9 DNA fluorescence polarization; Potency, µM (doses to about 115 µM), without a hit: top-dose activity change, negative = inhibition, hits mostly inhibitors; AID 2662; active = well fitted inhibition curve with a large enough effect in the polarisation, with a control signal flat, not every such curve was filed as active; inconclusive = small, poorly fitted or top-dose-only effect, or effect the other way, or a change in a side signal; inactive = no such curve, though single readings can be large or run the other way; the % refers to the polarisation; also: potency is read from the fitted curve at half-maximal effect
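Purified MLL-CXXC (added from a 7 uM solution) was preincubated 5 min at ambient with pinned compounds in 50 mM Tris-HCl pH 7.5, 50 mM NaCl, 1 mM DTT, 0.05% BSA. Fluorescein-labeled HOX-A9 DNA (50 nM solution) followed, 30 min, then polarization read.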
TCR act – T cell receptor activation | Potency, µM (doses to about 9.22 µM), inactives show at the highest dose activation of IL-2 secretion, most hits filed as activators | primary human leukocytes, anti-CD3, IL-2 HTRF, 48 h | AID 504894 | 330,000 tested, under 10 active; also: % of control where 0% means no effect
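1) Mix primary human leukocytes, a-CD3 beads and compound. 2) Incubate 48 hr. 3) Add HTRF IL-2 reagents (a-IL-2-K, a-IL-2-d2).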
TRPV1 agonist – activates the human vanilloid receptor TRPV1; Q8NER1; TRPV1-expressing cells, Fluo-8 calcium influx, agonist mode; activation, % at 8.33 µM; 320,000 compounds, 0.19% hits; in the data active = activation above about 80%; inconclusive = between about 30% and that limit; also: 0% is about no effect
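Cells expressing TRPV1 were dye-loaded with Fluo-8 and read kinetically: 10 s baseline, 3 min after compound (agonist portion), then 2 min after EC20 capsaicin (allosteric enhancer portion). Calcium-bound dye fluorescence at 480/520 nm.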
* hit, by the source's call; ? = inconclusive; nt = no result given; [ ] = remark or other dose. Unless noted, calls follow the shape of the dose curve; as a rule, active = well fitted curve in the direction sought with a large enough effect; inconclusive = small, poorly fitted or top-dose-only effect, or another doubt; inactive = no such curve, though single readings can be large; an effect the other way counts as inactive or inconclusive.

SMILES	PTAP TSG101 blk	ELG1 repair inh	p53 reactivator	A-T KAP1 phos	a7 integrin act	BRCA1 expr up	B2AR arrestin	MLL CXXC-DNA inh	TCR act	TRPV1 agonist
CC(NC(=O)COc1ccccc1)C(=O)N1CCN(c2ccccc2)CC1 (stereo unspecified)	0%	1%	3%	-2%	34%	30%	0.1%	nt	-4%	2
O=C(N1CCN(c2ccccc2)CC1)C1(S(=O)(=O)c2ccc(Cl)cc2)CC1	0%	1%	-1%	5%	-9%	-26%	0.1%	1%	-2%	13
CC(NC(=O)C1CCCN1C(=O)OCc1ccccc1)c1ccccc1 (stereo unspecified)	-1%	-15%	0%	-4%	3%	0%	0.0%	13%	4%	1
CCOC(=O)N1CCN(C(=O)CN(CC)S(=O)(=O)c2cc(C)ccc2OC)CC1	-3%	5%	10%	8%	-34%	16%	-0.7%	-6%	5%	-5
NC(CCCCCP(=O)(c1ccccc1)c1ccccc1)C(=O)O (stereo unspecified)	-3%	11%	-1%	-9%	22%	0%	-0.2%	32%[activator]	-4%	nt
Cc1cc2n(c(=O)c1C#N)CCCN2c1ccccc1	0%	-2%	-6%	nt	2%[7.66 µM]	0%	-0.5%	-9%	4%[46.1 µM]	1
CCC(=O)Nc1nc2cc(OC)ccc2s1	-4%	?	?	3%	21%	?	-0.2%	-2%	2%	11
Cc1ccc(C(=O)Cn2nnc3ccccc32)cc1[N+](=O)[O-]	0%	?	11%	-1%	?	79%	-0.3%	10%	-2%	7
COc1cc(C2C(C(=O)c3ccc(C)o3)=C(O)C(=O)N2CCCn2ccnc2)cc(OC)c1OC (stereo unspecified)	-3%	3%	16%	-1%	22%	7%	-0.2%	-8%	2%	-3
O=C(NCCc1ccccc1)c1cc(-c2ccncc2)nc2ccc(S(=O)(=O)N3CCOCC3)cc12	1%	27%	0%	2%	?	-16%	-0.7%	1%	7%	-3
Cc1cccc(CN2CCc3c(OCC(=O)NCc4ccco4)cccc3C2=O)c1	0%	?	6%	3%	-22%	13%	4.7%	-4%	4%[46.1 µM]	-2
Cc1ccnc(NC(=O)Cc2c(F)cccc2Cl)c1	0%	-7%	nt	-4%	2%	25%	-0.3%	3%	-4%	0
COc1cccc(-c2nc(CS(=O)(=O)CC(=O)NCCc3ccc(OC)cc3OC)c(C)o2)c1	-1%	23µM*	-1%	-2%	-4%	-31%	0.3%	7%	-8%	12
O=C(CSc1nc2ccccc2o1)c1ccccc1	-1%	?	?	6%	-32%	67%	0.1%	-3%	-4%[46.1 µM]	?
COc1cccc(Cl)c1NC(=O)N1CCN(c2ccnc3cc(Cl)ccc23)CC1	-2%	?	-7%	2%	-37%	-31%	-0.4%	-5%	5%	1
CCCSc1nc(O)c(C(c2ccc(OC)c(O)c2)c2c(O)nc(SCCC)n(C)c2=O)c(=O)n1C	-3%	-1%	-1%	1%	-8%	-3%	-0.3%	-29%	6%[46.1 µM]	7
N#C/C(=C(/O)COC(=O)c1cccnc1Cl)c1nc2ccccc2[nH]1	2%	-13%	4%	-3%	?	1%	0.1%	-12%	-6%	9
CCOc1cc(NC(=S)NCCCN(C)C)c(OCC)cc1NC(=O)c1cccs1	0%	3%	-6%	-9%	-24%	2%	-1.3%	-14%	-2%[46.1 µM]	1
CCSc1nc(C)nc2c1oc1ccccc12	-4%	17%	10%	3%	4%	-17%	-0.1%	9%	-1%	2
COc1ccc(/C(C)=N/N2CCCCC2)c(O)c1	-2%	10%	7%	1%	-9%	0%	-0.2%	-1%	-3%	8
COc1cc2c(cc1OC)C(c1cccc([N+](=O)[O-])c1)N(C(=O)c1ccccc1C(=O)O)CC2 (stereo unspecified)	-3%	16%	0%	-1%	2%	0%	-0.3%	8%	-1%	2
Cc1ccccc1/C=C/c1cc[n+](C)cc1	2%	?	8%	1%	-16%	-6%	-0.2%	-2%	1%	-3
Cc1cccc(Cc2c(C)nc3c(C(=O)NCc4ccco4)cnn3c2C)c1	-2%	?	-16%	-1%	0%	-92%[inhibitor]	-2.6%	2%	2%	19
Cc1cc(-c2ccccc2)[nH]c(=O)c1S(=O)(=O)c1ccccc1	2%	-19%	-4%	-4%	9%	-41%	-0.3%	-2%	-2%	nt
Cc1cc(C)c2c(C)[nH]nc2n1	0%	?	1%	-27%	24%	-4%	0.5%	-5%	9%	-3
CCOc1ccc(NC(=O)CN(C)c2ccc(S(=O)(=O)N(C(C)C)C(C)C)cn2)cc1OCC	-8%	nt	nt	nt	-26%	-40%	nt	0%	-3%	16
O=C1CC(N2CCN(C3CC(=O)N(CCc4ccccc4)C3=O)CC2)C(=O)N1CCc1ccccc1 (stereo unspecified)	-12%	?	-2%	1%	19%	-5%	0.0%	-7%	16%	4
CCOc1ncccc1C(=O)OCC(=O)c1cccc(Br)c1	-2%	8%	-2%	-3%	10%	-13%	0.1%	12%	-1%	11
O=C(Nc1scc(-c2ccc(Br)cc2)c1C(=O)O)c1ccccc1F	-2%	nt	nt	nt	14%	60%	nt	nt	-6%	nt
COc1ccc(C(CC(=O)O)NC(=O)c2ccccc2[N+](=O)[O-])cc1 (stereo unspecified)	-7%	-3%	1%	3%	9%	13%	3.9%	1%	-1%	-4
CCOc1ccccc1C(=O)NCC(=O)O	1%	15%	5%	5%	-13%	5%	-0.2%	7%	-3%	-3
Cc1csc(CNC(=O)c2cc(COc3c(C)cccc3C)on2)n1	-5%	5%	4%	-7%	14%	-14%	0.8%	-3%	-1%	?
Cc1ccc(S(=O)(=O)N2CCN(C(=O)CSc3nc4ccccc4o3)C2)cc1	-1%	-21%	-5%	9%	-5%	-11%	-2.0%	2%	4%	10
CN(c1ccccc1C(=O)NCc1ccccn1)S(C)(=O)=O	-3%	4%	3%	6%	5%	-38%	-0.3%	10%	-17%	-6
CCN(CC)C(=O)c1[nH]cnc1C(=O)N[C@@H](C)c1ccccc1	nt	0%	-5%	3%	-9%	0%	0.1%	nt	10%	4
Cn1c(-c2ccc3c(c2)OCO3)cnc1NC(=O)CCC(=O)NCCc1ccccc1	-4%	?	17%	2%	-8%	46%	0.6%	-3%	4%	9
CCOC(=O)Cc1csc(NC(=O)CSc2nnc(-c3ccncc3)o2)n1	0%	4%	0%	0%	7%	-1%	-0.2%	17%	-8%	3
COC(=O)c1cccc(-n2c(C)cc(C=O)c2C)c1C	-5%	?	?	5%	9%	59%	-1.2%	2%	3%[46.1 µM]	-2
CC(C)Cc1csc(NC(=O)c2ccc(Br)cc2)c1C(=O)O	-4%	8%	?	-2%	2%	2%	-0.7%	6%	0%	nt
Cc1ccc(Sc2nc3ccc(C)cn3c(=O)c2/C=N/O)cc1	-3%	5%	-2%	-4%	-2%	0%	0.0%	-2%	-3%	-2
O=C1CC2(CCCCC2)Oc2ccc(OCC(=O)N3CCOCC3)cc21	-5%	-18%	-6%	-5%	4%[7.66 µM]	12%	-0.3%	6%	0%	?
COc1cc2c(cc1OC)CN(C(C)C(=O)N1CCc3ccccc31)CC2 (stereo unspecified)	-5%	?	-2%	nt	-21%	-51%	-0.4%	21%	6%	3
Cc1cc(NC(=O)CCN2C(=O)C3C4CCC(C4)C3C2=O)cc(C)c1Br (stereo unspecified)	-3%	?	-7%	0%	-17%	-20%	0.1%	-17%	-28%[46.1 µM]	1
Cc1csc(=O)n1CC(=O)OCC(=O)Nc1ccc(F)c(F)c1	1%	8%	-2%	1%	20%	-10%	-1.0%	nt	-2%	-2
NC(=O)c1ccc(N2CCN(c3ncc(C(F)(F)F)cc3Cl)CC2)cc1	-2%	16%	2%	35%	11%	-3%	0.6%	6%	4%	0
COc1ccc(C2/C=C\CN3CCC[C@H]3C(=O)N2Cc2ccc(F)cc2)cc1 (stereo partly specified)	-3%	6%	-6%	12%	-34%	-10%	-1.3%	nt	1%[46.1 µM]	nt
Cc1ccc(S(=O)(=O)N(C)CC(=O)O/N=C(\N)c2ccccn2)cc1	-7%	-9%	6%	3%	-16%	-6%	-0.9%	10%	1%	1
CCN(CC)CCn1c2ccccc2c2n[nH]c(=S)nc21	3%	7%	nt	5%	13%	-2%	0.6%	5%	-8%	2
Cn1c(Cn2c(=O)sc3ccccc32)nnc1SCC(=O)N1CCN(c2ccccc2)CC1	-2%	-12%	-5%	6%	-15%	9%	-0.4%	1%	-2%[46.1 µM]	-2
CCOC(=O)c1c(-c2ccccc2)csc1NC(=O)c1nn(CC)cc1Br	-1%	12µM*	-7%	7%	-25%	-21%	-0.7%	2%	-1%	2
